Arr AP2 block – inhibitors of human beta-arrestin and AP2 interaction | FITC-arrestin peptide / GST-AP2 beads, flow cytometry; AP2 beta2 appendage carries R879A mutation | inhibition, % at 10 µM | 0.31% of 340,000 active;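 active = inhibition above a set limit, near 3 SD of compounds lacking own fluorescence, cut at about 54% in these data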;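 also: plate controls were DMSO wells for no effect and 5 µM unlabelled arrestin peptide for full effect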
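Assay system: GST-AP2 R879A bound to glutathione beads, E. coli-expressed; Medium: PBS with 0.05% Tween 20 and 0.1% BSA; Also added: fluorescein-tagged arrestin peptide at 50 nM final; Timing: 12 min plus 1 h, RT; Measured by: flow cytometry, FL1 (488/535 nm); Evaluation: percent drop in bead-associated FITC signal.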
MITF TRPM1 HTS – MITF TRPM1 promoter activation in melanoma cells | SK-MEL-5 TRPM1-promoter luciferase, 24 h; % of positive control, neutral wells = 0 | activation, % at 12.5 µM | 0.75% of 300,000 active;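 active = mean activation of at least 80% with every replicate also reaching 80%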;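 also: 0% = neutral control wells and 100% = parthenolide positive control wells; values of inactives mirror those of a sister screen read the other way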
NSD2 HMT inh – blocks human histone methyltransferase NSD2; O96028; NSD2 peptide methylation, AlphaScreen, 120 min; inhibition, % at 12.5 µM; 0.54% of 310,000 active; AID 743445; in the data active = inhibition above about 50%
Mot1-301 SUMO – blocks SUMOylation pathway, rescuing yeast Mot1-301 growth; 1% of 320,000 active; growth rescue, % at 18.8 µM; AID 2716; S. cerevisiae Mot1-301 growth rescue, ATP luminescence, 38.5C; percent above DMSO median, 100 means doubled;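 active = every valid replicate shows activation above 250% relative to neutral control wells; inactive = the rest, any valid replicate at or below 250%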;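 also: OY570 slx delta 5 strain wells were the positive control but not used for scaling; some compounds called inactive have numbers as strong as hits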
PKA-R2B act – PKA-R2B complex activation; P22694+P31323; PKA-R2B holoenzyme dissociation, Cy5-IP20 fluorescence polarization; R2B truncated from residue 108, S112A mutant; 0% DMSO only, 100% 113 µM cGMP; activation, % at 11.4 µM; 0.079% of 340,000 active;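 active = activation above a cutoff set at the mean over all compounds plus 3 SD, cut at about 18% in these data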;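 also: higher means more holoenzyme dissociation and a rise in polarization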
SR-BI HDL uptake – inhibitors of mouse SR-BI mediated HDL lipid uptake. Q61009. ldlA[mSR-BI] CHO cells, DiI-HDL uptake fluorescence, 3 h. inhibition, % at 12.5 µM. 0.96% of 320,000 active. AID 488896;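 active = mean replicate inhibition of at least 70% and a set share of replicates each scoring 70 or more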;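 also: 0% = median of neutral control wells and 100% = median of positive control wells; values of inactives mirror those of a sister screen read the other way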
Target sequence (Q61009 whole entry, looked up): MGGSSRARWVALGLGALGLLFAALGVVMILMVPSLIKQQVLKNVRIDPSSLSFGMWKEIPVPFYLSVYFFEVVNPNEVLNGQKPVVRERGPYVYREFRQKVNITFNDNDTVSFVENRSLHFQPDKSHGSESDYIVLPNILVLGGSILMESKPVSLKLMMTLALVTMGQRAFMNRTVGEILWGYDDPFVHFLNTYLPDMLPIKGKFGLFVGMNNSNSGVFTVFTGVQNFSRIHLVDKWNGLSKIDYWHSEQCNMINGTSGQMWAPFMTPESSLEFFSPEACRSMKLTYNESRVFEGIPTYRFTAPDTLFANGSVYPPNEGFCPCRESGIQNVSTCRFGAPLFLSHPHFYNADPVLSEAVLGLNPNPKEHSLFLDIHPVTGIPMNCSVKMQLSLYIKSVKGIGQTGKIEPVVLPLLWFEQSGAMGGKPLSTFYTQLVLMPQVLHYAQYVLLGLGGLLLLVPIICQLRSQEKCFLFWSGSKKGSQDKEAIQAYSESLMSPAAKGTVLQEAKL
CDK5 inh – CDK5/p35 (human) kinase inhibition. Recombinant CDK5/p35, ADP-Glo luminescence, 60 min. inhibition, % at 10 µM. 0.01% of 330,000 active;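 active = highest replicate inhibition of at least 50% and at least 75% of replicates reaching 50%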;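 also: plate controls were DMSO neutral control for no effect and GW8510 at 10 µM for full effect; many of its hits are not listed in these tables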
SR-BI DiI-HDL act – activators of SR-BI mediated HDL lipid uptake; activation, % at 12.5 µM; CHO ldlA[mSR-BI] cells, DiI-HDL uptake fluorescence, 3 h; 100 = double the neutral-control signal; 0.096% of 320,000 active;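 active = mean replicate activation of at least 60% and every replicate at or above 60%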;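 also: 0% = median plate neutral-control signal and 100% = twice that signal; values of inactives mirror those of a sister screen read the other way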
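Material: SR-BI-overexpressing, LDLR-lacking CHO cells; schedule: compound exposure 3 h, 37 °C; reagent: DiI-labelled HDL at 10 µg/mL final; technique: bottom-read fluorescence, 550/595 nm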
dFosB activator – activators of mouse delta FosB homodimer. P13346. purified delta FosB, TAMRA-CDK5 oligo fluorescence polarization; percent of positive-control signal above neutral wells. activation, % at 25 µM. 0.99% of 340,000 active. AID 493131;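 active = mean activation above about 17%, with every replicate also reaching it, limit read from the data, passing the limit was not always enough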;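 also: fluorescence polarization rise as delta FosB binds a TAMRA Cdk5 AP-1 oligo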
Target sequence (P13346 whole entry, looked up): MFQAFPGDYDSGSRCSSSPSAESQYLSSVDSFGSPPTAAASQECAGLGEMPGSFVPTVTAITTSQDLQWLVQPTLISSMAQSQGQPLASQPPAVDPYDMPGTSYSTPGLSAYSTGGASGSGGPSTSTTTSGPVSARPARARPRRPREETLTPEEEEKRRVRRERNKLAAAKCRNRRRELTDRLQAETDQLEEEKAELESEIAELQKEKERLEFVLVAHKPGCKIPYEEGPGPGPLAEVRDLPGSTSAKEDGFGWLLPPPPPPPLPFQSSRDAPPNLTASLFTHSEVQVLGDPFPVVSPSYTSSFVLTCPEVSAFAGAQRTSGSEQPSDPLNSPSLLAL
Pemphigus Ab inh – blocks pemphigus antibody binding to human desmoglein-3. DSG3-coupled beads, scFv-anti-DSG3-GFP binding, flow cytometry; active compounds read low. binding (percent of control), % at 10 µM. 0.48% of 310,000 active;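 active = binding more than 3 SD below its plate's average and above zero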;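 also: hits lower antibody fragment binding to DSG3; some compounds called inactive have numbers as strong as hits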
PKA-R1A act – PKA-R1A complex activation; P00514+P68181; PKA-R1A dissociation, Cy5-IP20 fluorescence polarization; scaled: DMSO 0%, 113 µM cGMP 100%; activation, % at 11.4 µM; 0.083% of 340,000 active; AID 504707;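 active = percent activation above the mean of all tested compounds plus 3 SD, cut at about 19% in these data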;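 also: higher means more PKAc released from R1A so a rise in polarization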
The depositor's hits bear a star; . = no result given.

SR-BI DiI-HDL act,PKA-R1A act,NSD2 HMT inh,dFosB activator,Pemphigus Ab inh,SR-BI HDL uptake,CDK5 inh,Mot1-301 SUMO,Arr AP2 block,PKA-R2B act,MITF TRPM1 HTS,structure
-6,0,-3,-5,89,6,-0.2,.,3,12,35,COc1cccc(NC(=S)N/N=C2/CCCCc3ccccc32)c1
14,-6,6,-5,107,-14,3.0,12,1,-8,-13,CCCCn1c(-c2csc3c2CCC(C)C3)n[nH]c1=S (stereo not drawn)
-4,0,1,-2,90,4,-0.9,.,-10,-7,.,O=C(O)/C=C/C(=O)Nc1cccc2c1-c1ccccc1C2=O
14,-9,0,-10,.,-14,2.3,-7,-13,-8,-6,COC(=O)Nc1ccc(S(=O)(=O)NC2CCCCC2)cc1
.,3,-2,-9,118,.,0.0,11,24,8,5,CC(C)c1ccc(NC(=O)C2C3C=CC4(O3)C2C(=O)N(CCN2CCOCC2)C4C(=O)NC2CCCCC2)cc1 (stereo not drawn)
1,-2,1,-7,103,-1,1.9,-21,17,0,14,CN(C(=O)CSCC(=O)O)C1CCCCC1
-14,-8,-1,-3,110,14,0.6,-4,23,-7,12,NC(=O)c1sc2nc(-c3ccco3)ccc2c1N
-46,0,0,4,97,46,-0.2,-14,.,-1,1,COc1cc(/C=C/C(=O)NC(C)C)ccc1OCc1ccccc1
27,14,-2,7,91,-27,0.8,-1,35,-2,-8,CCOC(=O)C1=C(C)NC(C)=C(C(=O)OCC)C1C(=O)OCC(=O)N1CCOCC1
24,-4,.,-17,111,-24,-2.0,-1,-6,-4,.,O=C(CCN1CCN(c2ccccc2)CC1)Nc1cccc(Br)c1
12,6,.,7,100,-12,0.0,55,12,-9,16,O=C(CCc1ccccc1)Nc1nnc(-c2ccc3c(c2)CCCC3)o1
-3,-2,9,-11,281,3,-0.9,703,3,-11,15,CCOn1c(=O)c(-c2ccc(OC)cc2)[n+]([O-])c2ccccc21
13,-2,2,5,100,-13,0.7,-3,-12,1,26,COc1cccc(Nc2nc(NCCO)c3ccccc3n2)c1
6,0,4,-10,97,-6,-0.4,40,11,1,-3,CCN1C(C(=O)c2ccccc2)=C(Nc2ccccc2C)c2ccccc2S1(=O)=O
16,-6,-4,-3,.,-16,-0.8,18,51,-5,-14,Cc1nn(C)c(C(=O)N/N=C/c2cccnc2)c1Cl
17,-8,4,-16,95,-17,.,-3,-10,1,-5,CC1CCCCC1NC(=O)c1cn(C)c2ccc(S(=O)(=O)N3CCOCC3)cc2c1=O (stereo not drawn)
26,-7,-1,-8,103,-26,-0.7,18,-13,-2,-1,O=C(CN1CCN(S(=O)(=O)c2cccs2)CC1)NCC1CCCCC1
-32,-6,-1,-3,96,32,0.5,.,7,-8,63,COC(=O)c1ccccc1CC1Cc2cc3c(cc2C1=O)CCC3 (stereo not drawn)
-73,-4,104*,-10,102,73*,-0.1,-17,22,-8,28,CSc1ncccc1C(=O)Nc1nc2c(C)cccc2s1
3,2,3,-2,94,-3,1.1,-5,0,-1,-8,O=C(NCCNC(=O)c1ccccn1)c1ccc(F)cc1
.,-4,.,-5,107,.,2.3,.,3,0,-6,COC(=O)[C@@]1(Cc2ccccc2)[C@H]2C(=O)N(C)C(=O)[C@H]2[C@H]2CN=C(SCC3CC3)N21
5,6,-2,0,91,-5,0.0,59,19,-9,6,Cc1ccc(S(=O)(=O)N2CCC[C@H]2C(=O)Nc2ccccc2Cl)cc1
19,-6,-2,1,107,-19,0.4,8,0,7,48,CCCOc1ccc(-c2csc3nc[nH]c(=O)c23)cc1
-9,-8,-3,-13,.,9,0.5,10,18,1,.,O=C(Nc1ncnc2sc3c(c12)CCCCC3)c1ccccc1
-3,-5,0,-2,99,3,0.9,-16,8,-11,11,Cc1cccc(C(=O)Nc2ccccc2SCC(=O)Nc2ccc(C)c(Cl)c2)c1
1,6,1,-3,103,-1,1.3,6,4,-8,4,CCCCn1c(N)c(N(CCOC)C(=O)c2ccc(N3CCCC3)c([N+](=O)[O-])c2)c(=O)[nH]c1=O
-1,-5,2,3,97,1,-0.4,-8,7,-2,-8,Cc1ccc(C)c(NC(=O)CNC(=O)N2CC(=O)Nc3ccccc32)c1
2,-11,1,-12,104,-2,0.4,-8,-5,-2,-13,CCOc1ccc(NC(=S)c2ccncc2)cc1
-9,-10,-1,-6,94,9,0.1,.,-3,-3,4,CCOC(=O)C1CCCN(C(=O)CSc2nccn2C)C1 (stereo not drawn)
26,1,0,0,97,-26,-1.1,-8,6,-9,-12,O=C(CSc1nnc(-c2cccnc2)n1Cc1ccccc1)N1CCOCC1

In a second layout: entries from further up
> O=C(NCCNC(=O)c1ccccn1)c1ccc(F)cc1
- SR-BI DiI-HDL act: 3
- PKA-R1A act: 2
- NSD2 HMT inh: 3
- dFosB activator: -2
- Pemphigus Ab inh: 94
- SR-BI HDL uptake: -3
- CDK5 inh: 1.1
- Mot1-301 SUMO: -5
- Arr AP2 block: 0
- PKA-R2B act: -1
- MITF TRPM1 HTS: -8
> COC(=O)[C@@]1(Cc2ccccc2)[C@H]2C(=O)N(C)C(=O)[C@H]2[C@H]2CN=C(SCC3CC3)N21
- SR-BI DiI-HDL act: .
- PKA-R1A act: -4
- NSD2 HMT inh: .
- dFosB activator: -5
- Pemphigus Ab inh: 107
- SR-BI HDL uptake: .
- CDK5 inh: 2.3
- Mot1-301 SUMO: .
- Arr AP2 block: 3
- PKA-R2B act: 0
- MITF TRPM1 HTS: -6
> Cc1ccc(S(=O)(=O)N2CCC[C@H]2C(=O)Nc2ccccc2Cl)cc1
- SR-BI DiI-HDL act: 5
- PKA-R1A act: 6
- NSD2 HMT inh: -2
- dFosB activator: 0
- Pemphigus Ab inh: 91
- SR-BI HDL uptake: -5
- CDK5 inh: 0.0
- Mot1-301 SUMO: 59
- Arr AP2 block: 19
- PKA-R2B act: -9
- MITF TRPM1 HTS: 6
> CCCOc1ccc(-c2csc3nc[nH]c(=O)c23)cc1
- SR-BI DiI-HDL act: 19
- PKA-R1A act: -6
- NSD2 HMT inh: -2
- dFosB activator: 1
- Pemphigus Ab inh: 107
- SR-BI HDL uptake: -19
- CDK5 inh: 0.4
- Mot1-301 SUMO: 8
- Arr AP2 block: 0
- PKA-R2B act: 7
- MITF TRPM1 HTS: 48

Molecules listed so far that contain a COOH group:
SR-BI DiI-HDL act,PKA-R1A act,NSD2 HMT inh,dFosB activator,Pemphigus Ab inh,SR-BI HDL uptake,CDK5 inh,Mot1-301 SUMO,Arr AP2 block,PKA-R2B act,MITF TRPM1 HTS,structure
-4,0,1,-2,90,4,-0.9,.,-10,-7,.,O=C(O)/C=C/C(=O)Nc1cccc2c1-c1ccccc1C2=O
1,-2,1,-7,103,-1,1.9,-21,17,0,14,CN(C(=O)CSCC(=O)O)C1CCCCC1

(list continues)
SR-BI DiI-HDL act,PKA-R1A act,NSD2 HMT inh,dFosB activator,Pemphigus Ab inh,SR-BI HDL uptake,CDK5 inh,Mot1-301 SUMO,Arr AP2 block,PKA-R2B act,MITF TRPM1 HTS,structure
0,-1,-5,-2,100,0,-0.5,2,-9,8,-9,O=C(CCCCl)Nc1c2c(nn1-c1ccccc1)CSC2
-7,4,-1,-17,102,7,1.6,.,-11,-7,-10,CCC1(c2ccc(Cl)cc2)NC(=O)N(CC(=O)NC2CCCC(C)C2C)C1=O (stereo not drawn)
-15,-7,-1,1,94,15,1.7,-7,2,-11,-9,CCC1(c2ccccc2)NC(=O)N(CC(=O)Nc2cccc(C#N)c2)C1=O (stereo not drawn)
15,-17,-1,-4,95,-15,1.0,4,31,-5,13,Cn1c(SCC(=O)Nc2cccc(O)c2)nnc1-c1ccc(S(=O)(=O)N2CCOCC2)cc1
2,-1,3,-4,100,-2,-1.3,.,-5,5,8,O=C(NCC(=O)N(Cc1cccs1)C(C(=O)NC1CCCCC1)c1ccco1)c1ccco1 (stereo not drawn)
-14,6,4,-6,125,14,-0.8,3,13,3,-5,CCc1ccc(NC(=O)COC(=O)c2ccc(Cl)c(S(=O)(=O)N3CCCCCC3)c2)cc1
18,-7,-3,3,97,-18,0.4,-3,1,0,32,C=CCc1c(C)[nH]c2ccc(C)cc2c1=O
2,0,-2,-6,106,-2,0.8,-4,-18,-1,-4,COc1ccccc1CCN=C(N)NS(=O)(=O)c1ccccc1F
10,-13,-4,-14,99,-10,-1.0,-21,2,0,.,Cc1ccc(CSc2nc3ccccc3cc2C=O)cc1

An excerpt from the list above, for reference:
SR-BI DiI-HDL act,PKA-R1A act,NSD2 HMT inh,dFosB activator,Pemphigus Ab inh,SR-BI HDL uptake,CDK5 inh,Mot1-301 SUMO,Arr AP2 block,PKA-R2B act,MITF TRPM1 HTS,structure
-15,-7,-1,1,94,15,1.7,-7,2,-11,-9,CCC1(c2ccccc2)NC(=O)N(CC(=O)Nc2cccc(C#N)c2)C1=O (stereo not drawn)
15,-17,-1,-4,95,-15,1.0,4,31,-5,13,Cn1c(SCC(=O)Nc2cccc(O)c2)nnc1-c1ccc(S(=O)(=O)N2CCOCC2)cc1

Screening data (PubChem BioAssay)
